Bioassay records from PubChem.
RSV CPE inhibition = inhibition of RSV-induced cytopathic effect – HEp-2 cells, primary 10 µM value included (AID 2391) | CPE inhibition, % at 10 µM, or IC50 in µM where a hit was titrated | HEp-2 cells, RSV-induced CPE inhibition; higher % means a stronger effect | hit rate 0.13% among 310,000; in the data active = a potency from the dose series; inconclusive = CPE inhibition mostly from about 23% at the one dose, without a potency; inactive = the rest, 99 in 100 with CPE inhibition below about 21%; also: strong numbers were not always called active
b-catenin transl = alters nuclear translocation of beta-catenin in HeLa cells. immunofluorescence imaging. nuclear translocation activity, % at 5 µM. hit rate 0.3% among 190,000. AID 1665;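 active = nuclear translocation activity above 50% at 5 µM, with a well cell count of 50 or more; inconclusive = wells under 50 cells across six images, flagged as toxic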;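 also: per-cell ratio of nuclear to cytoplasmic median beta-catenin stain intensity; plate controls were DMSO negative control for no effect and GSK-3 inhibitor IX positive control for full effect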
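Assay system: human HeLa cells, native beta-catenin; doses: 5 µM primary, 0.02–20 µM confirmation; incubation: compound treatment 24 h, 37°C, 5% CO2; technique: fluorescence imaging of beta-catenin antibody stain plus DAPI; measure: % activation, nuclear-to-cytoplasmic median beta-catenin signal ratio per cell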
West Nile virus CPE = inhibition of WNV-induced cytopathic effect – cell-based, CPE readout (AID 1621). hit rate 0.02% among 290,000. CPE inhibition, % at 10 µM, or IC50 in µM where a hit was titrated. West Nile virus-infected cells, CPE inhibition; higher % means a stronger effect; in the data active = a potency from the dose series; inconclusive = CPE inhibition mostly from about 3.7% at the one dose, without a potency; inactive = the rest, 99 in 100 with CPE inhibition below about 2.2%; also: strong numbers were not always called active
T cell HTS = T cell immune modulation candidate. calls only at 7 µM. hit rate 0.068% among 330,000. 2C CD8+ T cell-vesicle binding, flow cytometry; stronger effect = lower value;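 active = response, share of CD8 T cells binding vesicles, and their 90th percentile fluorescence all below set limits, cut at about 80% in these data, passing the limit was not always enough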
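Material: 2C TCR transgenic mouse naive CD8+ T cells, MACS-purified. Also added: QL9-charged Drosophila Ld/ICAM-1/B7-1 vesicles. Timing: binding 1.5 h at 37 °C. Measured by: high-throughput flow cytometry with anti-B7-1 and anti-CD8 staining. Read-out: percent CD8+ FL2 mean versus row control. Controls: Unloaded micro-vesicles (low), QL9 vesicles with 0.7% DMSO (high).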
SV40 large T antigen = TAg ATPase/helicase activity blockers – biochemical (AID 1903); SV40 large T antigen ATPase/helicase inhibition assay; higher % means a stronger effect; inhibition, % at 20 µM; hits with a dose series show IC50 in µM; hit rate 0.39% among 310,000; in the data active = a potency from the dose series; inconclusive = inhibition mostly from about 32% at the one dose, without a potency; inactive = the rest, 99 in 100 with inhibition below about 32%; also: strong numbers were not always called active
Myeloid diff MLP = myeloid differentiation induction; ER-HoxA9 myeloid progenitors, lysozyme-GFP differentiation, flow cytometry; calls only at 10 µM; hit rate 1% among 360,000;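 active = normalized GFP-positive differentiation at or above the plate's own cutoff, the solvent-only control mean plus 3 SD; inconclusive = no clear call, values can overlap the other calls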;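 also: cells exposed to compound for four days before flow analysis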
Rac1 GTP hydrolysis = MgcRacGAP GTPase-activating activity inhibitors, confirmation, biochemical, ADP Hunter fluorescence; AID 624330; MgcRacGAP-stimulated Rac1 GTP hydrolysis, ADP Hunter fluorescence; higher % means a stronger effect; GST-tagged Rac1 F28L mutant substrate; inhibition, % at 30 µM; hits with a dose series show IC50 in µM; hit rate 0.6% among 340,000;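 active = first-screen hits whose inhibition reached a set limit at any dose in the follow-up dose series; inconclusive = inhibition above the set first-screen limit but never retested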;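 also: fluorescence reports GDP produced by GAP-driven GTP hydrolysis; strong numbers were not always called active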
WT yeast gro inh = growth inhibition of WT yeast, mitochondrial fusion screen; AID 1362; mitochondrial fusion phenotypic screen, WT strain; hit rate 2.1% among 190,000; inhibition, % at 10 µM; in the data active = inhibition above about 58%; tested in S. cerevisiae
Salmonella PhoP GFP = PhoP-dependent GFP reporter repression – Salmonella Typhimurium, primary screen (AID 1863). S. Typhimurium PhoP-regulated promoter GFP reporter, 4 h; higher % means a stronger effect. inhibition, % at 50 µM, or IC50 in µM where a hit was titrated. hit rate 0.16% among 300,000;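 active = inhibition over 29.93%, a cutoff 3 SD above the screen mean, later confirmed by dose response; inconclusive = inhibition over 29.93% but no dose response follow-up; inactive = inhibition at most 29.93% or unconfirmed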;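 also: 0% = low Mg2+ inducing control and 100% = high Mg2+ repressing control; strong numbers were not always called active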
WT yeast gro inh mutant strain = further read-out of WT yeast gro inh, marked with its call; inhibition, %; mitochondrial fusion phenotypic screen, mutant strain inhibition
b-catenin transl cell count 5 µM = further read-out of b-catenin transl, marked with its call; cell count; measured here: cell count, cytotoxicity flag
T cell HTS vesicle-bound % = second read-out of T cell HTS, no call of its own (marks repeat the call); double positive events, %; measured here: CD8+ vesicle-bound cell fraction;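 binding gate set so that unloaded-vesicle control wells show 10% double positive cells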
Myeloid diff MLP GFP+ MAC1+ % = second read-out of Myeloid diff MLP, no call of its own (marks repeat the call); GFP+ MAC1+ double positive, %; measured here: differentiation confirmed by MAC1 staining
Numbers without * were called inactive; i = inactive; u = inconclusive; x = no result given.

SMILES	RSV CPE inhibition	b-catenin transl	b-catenin transl cell count 5 µM	West Nile virus CPE	T cell HTS	T cell HTS vesicle-bound %	SV40 large T antigen	Myeloid diff MLP	Myeloid diff MLP GFP+ MAC1+ %	Rac1 GTP hydrolysis	WT yeast gro inh	WT yeast gro inh mutant strain	Salmonella PhoP GFP
c1ccc2sc(SN3CCOCC3)nc2c1	0.2%	-2.0	1064	0.4%	i	43	8%	i	1.7	10%	-8	0	0%
Cc1ccccc1Nc1nnc(SCC2CCCCO2)s1 (centres undefined)	6.3%	-1.7	581	-1.6%	i	60	8%	i	0.3	10%	3	14	-8%
COC(=O)[C@@H]1C[C@H]2CC[C@H](O)C[C@H]2N1Cc1ccc(-c2ccccc2)cc1	-0.4%	0.9	1285	-0.2%	i	3	5%	i	1.0	9%	x	x	0%
Cc1ccc(C(O)P(=O)(OC2CCCCC2)OC2CCCCC2)cc1 (centres undefined)	-0.4%	x	x	-0.7%	i	37	1%	i	1.0	12%	9	0	14%
O=C(Nn1cnnc1)C1Cc2ccccc2CN1S(=O)(=O)c1ccc(F)cc1 (centres undefined)	1.3%	-1.0	981	0.3%	i	21	59%	i	0.9	3%	6	3	6%
CSc1cccc(NC(=S)NCCCO)c1	0.2%	-0.3	1270	-0.2%	i	22	17%	i	0.1	8%	x	x	-8%
CCOC(=O)c1[nH]c2c(c1C)C(=O)CC(c1ccc(OC)c(OC)c1)C2 (centres undefined)	0.2%	-1.1	1211	0.6%	i	24	20%	i	0.5	2%	-9	3	1%
O=C(CN1CCCC1)Nc1c2c(cc3c1CCC3)CCC2	2.6%	-2.6	578	-0.3%	i	7	20%	i	0.8	2%	-3	-10	9%
Cc1ccc2c(c1)c1c(n2CC(O)Cn2c(C)nc3ccccc32)C(=O)CCC1 (centres undefined)	2.8%	2.3	1136	-0.4%	i	34	1%	i	4.2	3%	11	4	5%
O=c1c2ccccc2nc(-c2ccco2)n1Cc1ccccc1	-1.5%	0.1	1255	-0.1%	i	12	7%	i	6.5	4%	8	21	-2%
COc1ccc(C2NC(=O)c3ccccc3O2)cc1OC (centres undefined)	2.6%	-2.4	564	0.4%	i	34	-15%	i	1.5	-1%	2	-3	3%
COc1cc2c(cc1OC)C(C)N(CC(=O)Nc1ccc(C)c(S(=O)(=O)N3CCOCC3)c1)CC2 (centres undefined)	10%	x	x	-0.6%	i	12	7%	i	1.2	4%	x	x	6%
Cc1ccc(/C=N/n2c(-c3ccccc3)n[nH]c2=S)cc1	1.0%	x	x	0.8%	i	10	7%	i	0.5	13%	x	x	-4%
C=C(C)CCC(C)N1CCC(n2nccc2NC(=O)CCCc2ccccc2)CC1 (centres undefined)	3.7%	x	x	-0.7%	i	19	x	i	5.6	10%	x	x	-6%
CCOC(=O)N1CCN(S(=O)(=O)N2CCCC(C(=O)NCCc3ccc(OC)c(OC)c3)C2)CC1 (centres undefined)	2.5%	x	x	0.0%	i	27	1%	i	0.5	5%	x	x	-2%
OCCNc1nc(Nc2ccccc2OC(F)(F)F)nc(N2CCCC2)n1	2.2%	x	x	0.4%	i	27	-1%	i	0.7	8%	x	x	-3%
O=C(CCc1nc(-c2ccccc2F)no1)Nc1cccnc1	1.2%	x	x	0.5%	i	17	8%	i	0.5	5%	x	x	-8%
O=C(O)c1ccc2c(=O)n3c(nc2c1)/C(=C/c1ccc(Cl)c(Cl)c1)CC3	u	x	x	-0.2%	i	49	25%	i	0.9	9%	x	x	-1%
CCOc1ccccc1N1CC(C(=O)Nc2cc(Cl)ccc2-n2cncn2)CC1=O (centres undefined)	-0.9%	x	x	x	i	53	28%	i	0.3	3%	x	x	-2%
CSc1nc2c(c(=O)n1-c1ccccc1)SCC2	0.9%	x	x	-0.3%	i	35	6%	i	6.3	0%	12	0	2%
CC(=O)Nc1ccnn1C1CCN(C(=O)c2cccc(C)c2C)CC1	1.6%	x	x	0.2%	i	12	x	i	0.8	9%	x	x	-4%
Cc1cc(C(=O)Nc2nc(C)c(C(=O)N(C)C)s2)ccc1[N+](=O)[O-]	2.2%	-2.2	566	-0.9%	i	33	14%	i	0.4	3%	10	-1	3%
COc1cc(NC(=O)c2cc(C)on2)cc(OC)c1OC	0.8%	x	x	0.4%	i	10	14%	i	5.5	9%	-3	5	-14%
Cn1c(SCC(=O)O)nnc1-c1cccc(NC(=O)c2cccc3ccccc23)c1	0.1%	0.3	1260	0.4%	i	8	12%	i	0.4	9%	x	x	-6%
CCCNS(=O)(=O)c1ccc(OCC(=O)NCCC2=CCCCC2)cc1	0.1%	x	x	-1.1%	i	35	16%	i	0.8	4%	-35	-27	-8%
Cc1cccn2c(=O)c3cc(C(=O)N4CC(C)CC(C)C4)sc3nc12 (centres undefined)	2.0%	x	x	-1.0%	i	36	10%	i	0.0	7%	x	x	-3%
O=C(CCCc1nc2ccccc2s1)Nc1ccc(N2CCOCC2)cc1	0.1%	-3.4	1118	-0.2%	i	14	1%	i	0.1	8%	-7	-3	1%
Cc1ccc(S(=O)(=O)NCC(=O)OCC(=O)NCCc2ccccc2)cc1	0.9%	x	x	x	i	50	9%	i	0.8	2%	x	x	11%
COc1ccc2oc(C(=O)OCc3c(C)noc3C)c(C)c2c1	0.5%	-2.7	812	-0.6%	i	51	-3%	i	1.2	3%	5	5	-4%
CN(C)S(=O)(=O)Oc1ccc(C(=O)Nc2ccc([N+](=O)[O-])cc2)cc1	1.9%	-2.5	1144	-0.4%	i	66	-3%	i	0.3	13%	9	0	5%
O=C(NC(=O)N1CCOCC1)c1ccccc1	-0.1%	0.0	903	0.7%	i	23	7%	i	0.9	6%	-11	-13	-24%
CCN(CC)C(=O)CN(C#N)c1nc(C)cc(C)n1	1.1%	-2.5	1149	0.1%	i	61	0%	i	1.0	12%	7	11	4%
COc1ccc(N2CCN(CCCNC(=O)CN3CCN(Cc4ccccc4C)C3=O)CC2)cc1	-2.7%	-1.7	1078	-0.4%	i	25	21%	i	0.7	14%	-6	-9	5%
Cc1cc(N2CCOCC2)nc2ccc(NC(=S)N3CCN(c4ccccc4)CC3)cc12	4.6%	2.6	1088	0.1%	i	61	7%	i	0.8	-3%	17	-13	0%
COc1ccc(N(CC(=O)NCc2ccc(F)cc2)C(=O)Cn2nnc(-c3ccc(C)o3)n2)cc1OC	2.6%	x	x	-0.6%	i	33	26%	i	0.8	-1%	x	x	2%
CN(C)/C=N/c1nc2nccc(-c3cccc(Cl)c3)n2n1	-0.1%	2.2	1002	0.9%	i	39	3%	i	0.2	0%	-3	-1	-4%
Cc1ccc(C23CC4CC(CC(C(=O)N5CCOCC5)(C4)C2)C3)cc1	9.0%	x	x	-1.2%	i	44	6%	i	8.3	2%	10	4	0%
CC1=C(C(=O)OCC(C)C)C(c2ccc(Br)s2)NC(=O)N1 (centres undefined)	1.5%	-2.4	1107	-1.8%	i	66	8%	i	0.1	5%	-9	3	-5%
CCC(Sc1nncn1C)C(=O)Nc1ccccc1OC (centres undefined)	0.9%	x	x	0.0%	i	32	15%	i	5.8	3%	-5	-12	1%
Cc1ccc(/C(O)=C2\C(=O)C(=O)N(CC(C)O)C2c2ccccn2)cc1 (centres undefined)	-1.0%	-3.9	1054	0.5%	i	49	-3%	i	0.8	4%	-20	-9	-1%
CC(C)n1nc(C(=O)Nc2ccccc2N2CCOCC2)c2ccccc2c1=O	1.6%	x	x	-0.1%	i	45	-4%	i	0.6	5%	-17	-4	6%
Fc1cccc(CN2CCSCC2)c1	0.1%	x	x	0.3%	i	51	20%	i	0.3	18%	x	x	-5%
C=C1CCN(c2ccc(C(=O)NCc3ccc(OC)cc3)cc2[N+](=O)[O-])CC1	-2.9%	x	x	-0.7%	i	6	7%	i	0.7	6%	x	x	14%
Cc1nnc(Sc2cc(C(=O)NC3CC3)c3ccccc3n2)s1	-0.4%	0.1	1337	0.1%	i	14	6%	i	1.8	10%	x	x	-11%
CCN1CCN(C(c2ccccn2)c2c(NC(=O)c3ccccc3)sc(C)c2C)CC1 (centres undefined)	-0.2%	-0.4	1348	-0.1%	i	17	11%	i	1.8	12%	-1	-3	5%
Cn1c(CSc2ncccn2)nnc1SCC(=O)N1CCCCC1	-0.5%	-0.3	1177	0.2%	i	30	6%	i	4.4	5%	5	5	7%

5 records picked at random from those above, as already listed:
SMILES	RSV CPE inhibition	b-catenin transl	b-catenin transl cell count 5 µM	West Nile virus CPE	T cell HTS	T cell HTS vesicle-bound %	SV40 large T antigen	Myeloid diff MLP	Myeloid diff MLP GFP+ MAC1+ %	Rac1 GTP hydrolysis	WT yeast gro inh	WT yeast gro inh mutant strain	Salmonella PhoP GFP
CCN1CCN(C(c2ccccn2)c2c(NC(=O)c3ccccc3)sc(C)c2C)CC1 (centres undefined)	-0.2%	-0.4	1348	-0.1%	i	17	11%	i	1.8	12%	-1	-3	5%
Cc1nnc(Sc2cc(C(=O)NC3CC3)c3ccccc3n2)s1	-0.4%	0.1	1337	0.1%	i	14	6%	i	1.8	10%	x	x	-11%
Cn1c(CSc2ncccn2)nnc1SCC(=O)N1CCCCC1	-0.5%	-0.3	1177	0.2%	i	30	6%	i	4.4	5%	5	5	7%
C=C1CCN(c2ccc(C(=O)NCc3ccc(OC)cc3)cc2[N+](=O)[O-])CC1	-2.9%	x	x	-0.7%	i	6	7%	i	0.7	6%	x	x	14%
Fc1cccc(CN2CCSCC2)c1	0.1%	x	x	0.3%	i	51	20%	i	0.3	18%	x	x	-5%
